# Glioma ERSR ind: ER stress response induction in glioma. U87-MG GRP78 promoter luciferase reporter, 16 h. actives 0.02% (n = 420,000). AID 602332. Potency, µM, without a hit: at the highest dose activation, usual class: activators; note: potency is the fitted concentration of half-maximal effect; series mostly up to about 76 µM; % of control where 0% means no effect; nearly all actives have a fitted effect of over 35% in size
#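 Stably transfected U87-MG human glioma cells carrying a GRP78-based luminescent sensor were seeded at 1000 cells/well, pin-dosed with compounds and incubated 16 h. Luciferase reagent was then added, and end-point luminescence was read after 10 min at room temperature.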
# D2 ag: D2 dopamine receptor (human) agonism; activation, % at 2 µM; P14416; actives 0.53% (n = 340,000); HEK293 T-REx D2 cells, calcium flux agonist mode;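 active = activation over 3 SD above normal in the single-dose calcium agonist read, cut at about 30% in these data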; note: 0% is about no effect
# Target sequence (P14416 whole entry, looked up): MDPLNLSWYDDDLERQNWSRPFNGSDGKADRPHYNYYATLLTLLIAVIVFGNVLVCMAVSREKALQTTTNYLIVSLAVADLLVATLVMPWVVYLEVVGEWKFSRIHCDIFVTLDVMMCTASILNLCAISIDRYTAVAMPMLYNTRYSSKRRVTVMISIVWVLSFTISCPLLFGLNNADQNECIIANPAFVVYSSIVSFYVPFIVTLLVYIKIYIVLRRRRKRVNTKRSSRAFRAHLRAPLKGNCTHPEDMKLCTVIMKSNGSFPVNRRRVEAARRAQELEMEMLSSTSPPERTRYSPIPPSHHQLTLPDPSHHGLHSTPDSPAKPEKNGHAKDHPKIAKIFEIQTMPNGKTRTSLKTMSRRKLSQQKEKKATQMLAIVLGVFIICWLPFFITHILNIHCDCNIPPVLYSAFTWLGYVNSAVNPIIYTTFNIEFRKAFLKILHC
#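 Agonism scored from kinetic calcium signal (1 read/sec, 180 s) following compound pin transfer, after a 10 s baseline. Cells: HEK293 Trex line expressing inducible D2 receptor coupled to calcium, dye-loaded after overnight culture at 30 C.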
# RGS4 inh: inhibitors of human regulator of G protein signaling 4; P49798; Transcreener GDP fluorescence polarization, RGS4-accelerated GTP hydrolysis; Potency, µM (series often up to 114 µM), without a hit: top-dose activity change, negative = inhibition, usual class: inhibitors; actives 0.039% (n = 390,000); AID 504845; note: potency is the fitted concentration of half-maximal effect; % is set by controls: 0 for no effect and ±100 for the full control effect; nearly all actives have a fitted effect of over 75% in size; some results filed as inactive show a strong effect at the top dose
# Target sequence (P49798 whole entry, looked up): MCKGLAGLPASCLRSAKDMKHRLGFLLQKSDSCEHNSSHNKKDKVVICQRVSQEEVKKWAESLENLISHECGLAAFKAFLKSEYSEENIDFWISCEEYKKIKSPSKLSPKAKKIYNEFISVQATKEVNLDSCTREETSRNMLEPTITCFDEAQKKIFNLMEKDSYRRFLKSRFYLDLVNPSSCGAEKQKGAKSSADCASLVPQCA
#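 MLSMR compounds (23 nl, pin-transferred) preincubated 10 min at room temperature with a 500nM (2x) first reagent, then RGS4 at 900nM (2x) plus Transcreener GDP mix added; fluorescence polarization (620/688 nm) read before and after 90 min at 30 °C.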
# Vif-A3F inh: Vif-A3F binding inhibition; HeLa A3F-eYFP + Vif (tagged APOBEC3F with the HIV-1 protein that degrades it), YFP fluorescence increase; Potency, µM (top dose mostly 46.1 µM), for the others: at the highest dose activity, negative = active; actives 0.2% (n = 390,000); note: potency is the fitted concentration of half-maximal effect; % of control where 0% means no effect; nearly all actives have a fitted effect of over 65% in size
#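 Fluorescence increase (Ex 488/Em 500-530) after overnight compound treatment at 37 deg C flags inhibition of Vif-driven A3F-eYFP loss in stable HeLa A3F-eYFP/Vif cells seeded overnight beforehand.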
# ALOX12 inh: inhibitors of human 12S-lipoxygenase ALOX12. P18054. purified 12hLO, xylenol orange hydroperoxide absorbance. Potency, µM (doses to about 108 µM), inactives show at the highest dose activity change, negative = inhibition, actives largely listed as inhibitors. actives 1.1% (n = 580,000). AID 1671190; note: potency is the fitted concentration of half-maximal effect; % is set by controls: 0 for no effect and ±100 for the full control effect
#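 Hydroperoxide product was detected by ferrous iron/xylenol orange as the 573 to 405 nm absorbance ratio. Arachidonic acid at 40 uM (final) was turned over for 30 min at room temperature by 150 nM human 12hLO, pH 7.0 Hepes buffer, after 15 min compound preincubation.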
# D2 antagonist: D2 dopamine receptor (human) antagonism; P14416; HEK293 TREx D2 cells, calcium flux, dopamine EC80; inhibition, % at 10 µM; actives 2% (n = 340,000); in the data active = inhibition above about 30%; note: 0% is about no effect
#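 In this primary screen, negative modulation is detected by tracking calcium flux after an EC80 dopamine challenge in inducible HEK293 T-REx D2 cells preexposed to test compound for 180 s.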
# Vif-A3G inh: inhibitors of Vif-APOBEC3G interaction. Potency, µM (titrated, usually from 46.1 µM), for inactives: at the highest dose activity, negative = active, most hits filed as inhibitors. HeLa A3G-eYFP + Vif (tagged APOBEC3G with the HIV-1 protein that degrades it), YFP fluorescence, overnight. Q9HC16. actives 0.076% (n = 410,000). AID 602310;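 note: potency is the fitted concentration of half-maximal effect; % is set by controls: 0 for no effect and ±100 for the full control effect; nearly all actives have a fitted effect of over 60% in size; hits raise eYFP signal because A3G escapes Vif-driven loss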
# Target sequence (Q9HC16 whole entry, looked up): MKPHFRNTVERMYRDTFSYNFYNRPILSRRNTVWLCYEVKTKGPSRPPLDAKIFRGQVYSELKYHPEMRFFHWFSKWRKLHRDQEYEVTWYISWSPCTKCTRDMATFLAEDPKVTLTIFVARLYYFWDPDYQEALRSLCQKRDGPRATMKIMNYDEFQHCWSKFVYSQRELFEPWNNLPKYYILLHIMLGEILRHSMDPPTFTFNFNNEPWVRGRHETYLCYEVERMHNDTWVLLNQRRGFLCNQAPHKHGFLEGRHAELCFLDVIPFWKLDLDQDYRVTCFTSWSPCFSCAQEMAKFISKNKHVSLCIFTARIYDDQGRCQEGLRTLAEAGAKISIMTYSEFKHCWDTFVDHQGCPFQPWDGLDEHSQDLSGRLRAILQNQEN
#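 Read-out is eYFP fluorescence (Ex 488/Em 500-530) from Vif-expressing HeLa A3G-eYFP cells; more signal means A3G escaped Vif-mediated degradation. Cells plated overnight, compound pinned in, incubated overnight at 37 deg C.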
# ERG-DNA inh: inhibitors of human ERG Ets domain-DNA interaction | Potency, µM (titrated, usually from 76.9 µM), for the others: top-dose FP activity, negative = inhibition, usual class: inhibitors | P11308 | actives 0.028% (n = 370,000) | fluorescence polarization, His-ERG Ets domain / labelled DNA; active = well fitted inhibition curve with a large enough effect in the polarisation, with a control signal flat; inconclusive = small, poorly fitted or top-dose-only effect, or effect the other way, or a change in a side signal; inactive = no such curve, though single readings can be large or run the other way; the % refers to the polarisation;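 note: polarization taken with two DNA probes labelled with fluorescein and Texas red; potency is the fitted concentration of half-maximal effect; % of control where 0% means no effect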
#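 His-tagged ERG Ets domain (1 uM in the protein solution; 300mM KCl, 50mM Tris-HCl, 1mM EDTA, 1mM DTT, pH 7.5) received compound, then a probe mix of 5 nM fluorescein-DNA and 100nM Texas-615-DNA. Fluorescence polarization was read for both dyes.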
# LDHA inh: blocks human lactate dehydrogenase A; P00338; purified LDHA, NADH/diaphorase-resazurin fluorescence; active compounds read low; activity change, % (values are at about 110 or 230 µM); actives 0.15% (n = 480,000); AID 1347041; in the data active = activity change below about -30%; inconclusive = mostly about -25% to -30%;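 note: plate controls were DMSO wells for no effect and wells without enzyme for full effect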
#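 Human LDH5 (2 nM) was incubated with 0.06 mM NADH and 0.2 mM pyruvate for 5 min at room temperature in Tris pH 7.4. Remaining NADH was coupled through diaphorase/resazurin, and resorufin fluorescence was read at 0 and 20 min.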
# Starred values were filed as active, the others as inactive; ? = inconclusive; . = not tested or not shown; [ ] = another dose, or the depositor's remark. Unless noted, calls come from the whole dose curve; as a rule, active = well fitted curve in the direction sought with a large enough effect; inconclusive = small, poorly fitted or top-dose-only effect, or another doubt; inactive = no such curve, though single readings can be large; an effect the other way counts as inactive or inconclusive. This is a subset; the hit share may differ from the screen's.
SMILES,Glioma ERSR ind,D2 ag,RGS4 inh,Vif-A3F inh,ALOX12 inh,D2 antagonist,Vif-A3G inh,ERG-DNA inh,LDHA inh
CN(C)/C=N/c1ncc(C(=O)c2ccc(Cl)cc2Cl)s1,2%,0.8,2%,3%,-14%,-12,1%,-5%,-6
O=C(NCc1cccc(Cl)c1)c1c2c(nc3ccccc13)C(=O)N(C1CCCCC1)C2,-4%,0.2,-26%,4%,?,.,0%,5%,4
COc1ccc(NC(=O)Cc2csc(COc3cccc(C)c3)n2)cc1OC,-1%,-1.5,22%,1%,0%,.,-2%,-2%,0
CCOc1ccc(OCCOCCN2CCc3ccccc3C2)cc1,1%,13,3%,-7%,?,68*,0%,-4%,0
CC(=O)N1CCN(S(=O)(=O)c2cccc(C(=O)Nc3nc4ccccc4[nH]3)c2)CC1,1%,-0.6,0%,-7%,1%,10,1%,-4%,2
CCOc1ccc(CNC(=O)c2c(C)nn(-c3ccc(F)cc3)c2-n2cccc2)cc1,-5%,0.4,-13%,-4%,-28%,.,-13%,-3%,2
CCC(NC(=O)C1CCC1)c1ccccc1 (stereo not drawn),1%,0.6,13%[56.9 µM],-11%,0%,18,-1%,3%,-9
C=CCn1c(CNC(=O)c2ccccc2C)nnc1SCC(=O)NC1CCCC1,7%,1.2,-3%[11.4 µM],-4%,0%,-4,-1%,0%,-3
O=C(N/N=C/c1cccnc1)c1ccc(NC(=O)C(c2ccccc2)c2ccccc2)cc1,-6%,.,6%,9%,-5%,.,-3%,6%,-7
CC1CCCCC1NC(=O)COC(=O)c1ccc(S(=O)(=O)N2CCOCC2)cc1 (stereo not drawn),0%,-0.6,-37%,-9%,-22%,-9,2%,3%,2

# Complete entries, quoted from the list. Order of values: Glioma ERSR ind, D2 ag, RGS4 inh, Vif-A3F inh, ALOX12 inh, D2 antagonist, Vif-A3G inh, ERG-DNA inh, LDHA inh
# Listed for C=CCn1c(CNC(=O)c2ccccc2C)nnc1SCC(=O)NC1CCCC1 → 7%, 1.2, -3%[11.4 µM], -4%, 0%, -4, -1%, 0%, -3
# Listed for CN(C)/C=N/c1ncc(C(=O)c2ccc(Cl)cc2Cl)s1 → 2%, 0.8, 2%, 3%, -14%, -12, 1%, -5%, -6
# Listed for CC1CCCCC1NC(=O)COC(=O)c1ccc(S(=O)(=O)N2CCOCC2)cc1 (stereo not drawn) → 0%, -0.6, -37%, -9%, -22%, -9, 2%, 3%, 2
# Listed for COc1ccc(NC(=O)Cc2csc(COc3cccc(C)c3)n2)cc1OC → -1%, -1.5, 22%, 1%, 0%, ., -2%, -2%, 0

# More results:
SMILES,Glioma ERSR ind,D2 ag,RGS4 inh,Vif-A3F inh,ALOX12 inh,D2 antagonist,Vif-A3G inh,ERG-DNA inh,LDHA inh
O=C(CCNS(=O)(=O)c1cccc2nonc12)N1CCN(c2cccc(Cl)c2)CC1,-7%,0.7,-2%,0%,0%,-6,-5%,1%,-4
CN(C)CCNC(=O)c1onc(CSc2ccc(F)cc2)c1C(=O)NCCN(C)C,-3%,0.0,23%,-7%,1%,24,3%,-8%,-13
CC1(C(=O)NS(=O)(=O)c2ccc(F)cc2F)CCN1C(=O)c1ccccc1CCc1ccccc1 (stereo not drawn),-3%,.,.,.,?,.,-3%,.,-5
O=C(O)CCCC(=O)N1CC(=O)Nc2ccccc21,-5%,0.9,20%,-1%,?,-2,-1%,-1%,1
Cc1ccc(/C=N/n2c(-c3ccccn3)n[nH]c2=S)o1,-3%,0.5,-24%,6%,?,15,3%,1%,2
Cc1ccc([N+](=O)[O-])cc1NC(=O)C1CCCC1,-4%,1.9,2%,11%,5%,0,-6%,0%,-3
COc1ccc(CNC(=O)COC(=O)C2CC3C=CC2C3)cc1 (stereo not drawn),0%,-1.4,-4%,-12%,-15%,-7,0%,2%,-4
CC1CCC(Nc2nnnn2-c2ccccc2)CC1 (stereo not drawn),3%,0.1,-26%,6%,-14%,17,0%,.,1
CCN(CC)CCn1c(SCC(=O)Nc2ccc3c(c2)CCC3)nc2ccccc2c1=O,-4%,0.5,-10%,?,?,-21,-5%,1%,-1
Cc1ccc(S(=O)(=O)N2CCCOC2CNC(=O)C(=O)NCCc2ccco2)cc1 (stereo not drawn),-1%,.,.,-5%,-12%,.,-1%,.,-2
O=C(CCC(=O)N1CCOc2ccc(Cl)cc21)N1CCN(c2ccccn2)CC1,1%,0.0,11%,-9%,-5%,-10,0%,-7%,-2
CC(C)Cc1ccc(CN2CCCC(NC(=O)CCn3cnnn3)C2)cc1 (stereo not drawn),1%,0.9,7%,9%,-2%,17,1%,23%,6
CCn1cc(C(=O)O)c(=O)c2cnc(N3CCN(C(=S)Nc4ccccc4C(F)(F)F)CC3)nc21,-4%,0.3,-8%,3%,-14%,13,0%,12%,15
Cc1noc(C)c1COc1cccc(C(=O)OC(C)C(=O)Nc2ccc3c(c2)OCO3)c1 (stereo not drawn),-3%,.,-3%,-8%,1%,.,?,-6%,3
Cc1ccc(C)c2c1cc(C)c1nnc(SCc3ccccn3)n12,-1%,0.5,19%,-1%,-14%,28,-5%,-9%,0
CCOc1ccccc1NC(=O)CCC(=O)Nc1nnc(C2CCCCC2)s1,2%,0.3,-33%,-17%,-17%,25,-2%,-4%,1
COc1cc(OC)c(OC)cc1/C=C/c1cc(C(F)(F)F)[nH]c(=O)n1,-3%,-0.1,16%,-24%,?,1,-5%,0%,-5
CC1CC(C)CN(CCCCOc2ccc([N+](=O)[O-])cc2)C1 (stereo not drawn),-1%,0.0,30%,-10%,?,3,-1%,-5%,-11
COc1cc(O)c(C(CC(=O)N2CCCC(C)C2)c2ccc(N(C)C)cc2)c(OC)c1 (stereo not drawn),-4%,0.3,8%,3%,8%,31*,0%,-1%,-1
CC(C)(C)OC(=O)N1CCC(c2c(C(=O)NCC3CCN(C4CCCC4)C3)cnn2-c2ccc(F)cc2)CC1 (stereo not drawn),-7%,0.0,17%,0%,-7%,-3,-1%,5%,-9
C/C(=N\O)c1cc(Cl)cc(Cl)c1O,-2%,0.3,17%,15%,82%[activator],-9,-17%,14%,2
CS(=O)(=O)c1ccccc1-c1nnc(-c2ccc(Cl)cc2)o1,8%,-0.4,-7%,4%,?,19,3%,-2%,-7
O=C(NCC1CCCO1)C1CCC(N2C(=O)c3ccccc3C2=O)CC1 (stereo not drawn),10%,-0.5,8%,-6%,18%,-8,0%,.,-5
O=c1oc(-c2ccccc2)nc2c1C1(CCCCC1)Cc1ccccc1-2,-2%,0.4,-1%,-1%,-1%,-1,-2%,7%,-6
O=C(Cc1cccs1)N[C@@H]1c2ccccc2CC[C@@H]1OCc1ccccc1,-2%,.,1%,5%,-18%,.,2%,12%,-7
CC(C)=CCN1CCC(n2nccc2NC(=O)c2ccccc2Cl)CC1,6%,0.0,?,-19%,2%,16,2%,6%,3
Cc1cccc(NC(=S)NNC(=O)CCn2cc(C)cn2)c1,-3%,-0.1,-48%,5%,13%,-7,-1%,5%,-3
COc1cccc(C(=O)NOCc2ccccc2)c1OC,-2%,0.3,7%,-3%,?,2,-4%,12%,-3
CCOC(=O)c1[nH]c2ccccc2c1NC(=O)COC,4%,-0.3,-4%,6%,-9%,5,-9%,-11%,0
Cc1nn(-c2cccc(Cl)c2)c2c1C(c1ccncc1)C(C#N)=C(N)O2 (stereo not drawn),-1%,-0.9,-41%,4%,?,-15,0%,1%,2
N#Cc1c(N)nc2c(c1N)CC(CCl)O2 (stereo not drawn),-2%,0.3,5%,-1%,17%,0,0%,3%,-3
CCOc1cc(NC(=O)c2cccs2)c(OCC)cc1NC(=O)c1ccccn1,-4%,0.4,1%,-1%,-11%,3,0%,-11%,0
COc1ccc(C(=O)/C=C/c2ccc(OCc3ccccc3)cc2)cc1CSCC(=O)O,-3%,0.3,?,1%,0%,7,-27%,15%,-4
Cc1ccc(-c2nc(C(=O)NCC3CCCO3)cc3c2[nH]c2ccccc23)cc1 (stereo not drawn),-3%,1.0,8%,7%,18%,6,-6%,-6%,0
O=C(NCC1CCCO1)c1ccc(NC(=O)c2cccc(Br)c2)cc1 (stereo not drawn),-3%,.,-17%,-21%,16%,.,-2%,-4%,-2
O=C1CC(N2CCc3ccccc32)C(=O)N1c1ccccc1 (stereo not drawn),6%,0.2,-2%,0%,?,-3,0%,-3%,-8
COc1ccccc1C(=O)Nc1ccc2c(c1)CCCN2C(=O)c1ccccc1,8%,-0.8,-15%[11.4 µM],1%,-22%,-3,-6%,-14%,-1
O=C(N/N=C/c1cccnc1)c1cccc(Br)c1,5%,0.7,-8%,-2%,0%,8,11%,10%,-3
Cc1cc(C)cc(OCC(=O)Nc2ccc(CN3CCCCC3)cc2)c1,5%,2.4,9%,-6%,-5%,-6,0%,3%,-10
C=CCOc1ccc(/C=N/NC(=O)CN2CCCCC2)cc1OC,-2%,0.7,-6%,9%,0%,-7,3%,-17%,-2
O=C(c1ccc(F)cc1)c1cc2ccccc2o1,7%,0.6,4%,-1%,0%,13,1%,-6%,-2
COC(=O)c1nnn(CC(=O)Nc2c(C)cccc2C)c1N,-1%,0.5,1%,-5%,-24%,.,-1%,10%,-4
O=C1C2C(c3ccccc3)=NN(c3ccccc3)C2C(=O)N1c1ccccc1 (stereo not drawn),-2%,-0.4,-17%,2%,-9%,-8,3%,-1%,-1
CCOC(=O)C1=C(COC(=O)c2ccc(OC)c(S(=O)(=O)N3CCOCC3)c2)NC(=O)NC1C (stereo not drawn),-4%,.,3%,3%,395%[activator],.,0%,-8%,-3
